Screening data as filed in PubChem BioAssay.
RAD54 branch: inhibitors of human RAD54 branch migration; Q92698; RAD54 Holliday junction branch migration, FAM/BHQ fluorescence; inhibition, % at 10.4 µM; actives 0.14% (n = 360,000); AID 602329;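 active = mean normalized replicate activity at least 40 and at least half of replicates scoring 40 or more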;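 also: 0% = median of neutral control wells and 100% = median of positive control wells; inhibitors cause a drop in the FAM fluorescence signal; in these data hits start at about 50%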
Target sequence (Q92698 whole entry, looked up): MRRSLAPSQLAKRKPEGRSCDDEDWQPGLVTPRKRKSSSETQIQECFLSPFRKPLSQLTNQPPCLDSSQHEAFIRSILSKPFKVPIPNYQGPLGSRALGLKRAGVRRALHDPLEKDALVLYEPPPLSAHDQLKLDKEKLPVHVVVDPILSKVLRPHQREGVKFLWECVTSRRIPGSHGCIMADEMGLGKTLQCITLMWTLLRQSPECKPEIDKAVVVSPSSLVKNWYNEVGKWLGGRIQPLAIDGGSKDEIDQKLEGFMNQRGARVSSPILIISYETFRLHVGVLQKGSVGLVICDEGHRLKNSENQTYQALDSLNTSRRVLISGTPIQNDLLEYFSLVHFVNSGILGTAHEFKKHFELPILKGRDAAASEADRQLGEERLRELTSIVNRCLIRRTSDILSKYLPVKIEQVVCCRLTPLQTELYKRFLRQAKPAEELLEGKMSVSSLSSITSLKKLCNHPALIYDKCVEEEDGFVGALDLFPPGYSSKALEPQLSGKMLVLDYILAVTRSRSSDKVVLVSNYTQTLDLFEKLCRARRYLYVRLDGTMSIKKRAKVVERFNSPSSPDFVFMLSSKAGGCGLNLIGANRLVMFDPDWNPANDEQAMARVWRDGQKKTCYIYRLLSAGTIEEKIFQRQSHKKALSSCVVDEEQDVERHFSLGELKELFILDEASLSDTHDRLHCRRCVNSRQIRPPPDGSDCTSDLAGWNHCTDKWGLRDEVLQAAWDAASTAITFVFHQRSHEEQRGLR
XiGFP reactiv: reactivates the inactive X chromosome in mouse fibroblasts; activation, % at 7.58 µM; XiGFP mouse fibroblasts, % GFP-positive cells imaging, 3 d; cells co-treated with 5-aza-dC sensitizer; scaled so ellipticine positive control = 100%; AID 743238; actives 0.055% (n = 360,000);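 active = mean normalized replicate activation at least 10% and every replicate at or above 10%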;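 also: 0% = median of on-plate neutral control wells and 100% = ellipticine 6 µM median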
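System: XiGFP fibroblasts, SV40-immortalized. Medium: DMEM plus 5-aza-dC sensitizer. Doses: single point. Timing: 3 d treatment, 15 min room-temperature fixation. Control set: ellipticine 6 µM.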
E-sel inducer: E-selectin induction on HUVECs. activation, % at 7.58 µM. HUVEC E-selectin immunofluorescence imaging; normalized: neutral wells 0, TNF-alpha wells 100. AID 686992. actives 0.37% (n = 260,000);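 active = mean E-selectin-positive cell signal at least 10% of the positive control, reached in at least 60% of replicates, without over 20% cell loss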;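 also: in these data hits start at about 27%; measured in HUVEC primary endothelial cells; signal is the percent of cells scored E-selectin positive by PE staining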
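System: HUVEC, human umbilical vein endothelial cells; quantity: 3,000 cells/well; buffer or medium: EGM-2 medium, gelatin-coated wells; dosing: single-point compound dose; detection: immunofluorescence imaging; evaluation: % PE-positive cells; benchmarks: TNF-alpha, DMSO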
RAD52 inh: inhibitors of human RAD52 DNA annealing; actives 0.46% (n = 360,000); inhibition, % at 18.7 µM; P43351; AID 651710; recombinant RAD52 DNA annealing, FRET fluorescence;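 active = every replicate showing at least 50% inhibition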
ERAP1 inh: blocks human ERAP1 aminopeptidase activity; recombinant ERAP1, Leu-AMC fluorescence, 60 min; inhibition, % at 10.7 µM; actives 0.15% (n = 340,000); AID 652197;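 active = mean replicate inhibition of at least 30%, or all replicates individually reaching that 30% level; inactive = mean below 30% and not every replicate reaching it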;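 also: 0% = neutral control wells and 100% = L-leucinethiol positive control wells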
S100A4 MyoIIA: blocks human S100A4 binding to myosin IIA peptide; P26447; S100A4/TAMRA-MyoIIA peptide fluorescence polarization; inhibition, % at 10.7 µM; actives 0.14% (n = 360,000);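 active = mean inhibition of at least 70% across replicates, with every replicate also reaching that level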
Target sequence (P26447 whole entry, looked up): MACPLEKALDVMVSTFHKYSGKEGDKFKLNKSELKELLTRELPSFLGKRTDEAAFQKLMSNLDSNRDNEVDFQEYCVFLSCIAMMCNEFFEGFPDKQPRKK
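Material: S100A4 monomer (human). Medium: Calcium-containing HEPES buffer, pH 7.2. Probe or stimulus: labelled myosin peptide probe, 5 nM. Compound dosing: one concentration per compound. Timing: polarization read 5 min after assay mix addition, stable 5–60 min. Benchmarks: DMSO as neutral control, TFP as positive control.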
ERp5 block: inhibitors of human ERp5. ERp5 insulin aggregation, absorbance 650 nm, 90 min. inhibition, % at 9.99 µM. Q15084. actives 0.05% (n = 350,000). AID 651711;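 active = mean replicate inhibition above about 25%, with every replicate also reaching it, limit read from the data, passing the limit was not always enough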
esBAF inh: inhibitors of esBAF chromatin remodeling in mouse ES cells; Bmi1-luciferase knock-in reporter, 24 h; 100% = twice the neutral-well signal; reporter increase, % at 12.5 µM; actives 2% (n = 350,000); in the data active = activation above about 40%;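 also: 0% = median of the plate's neutral control wells and 100% = double that signal; a rise in the Bmi1 reporter signal indicates esBAF inhibition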
* = called active by the depositor; · = not tested or not shown; & = joins results of further samples; ! = repeats disagree.

SMILES	RAD54 branch	XiGFP reactiv	E-sel inducer	RAD52 inh	ERAP1 inh	S100A4 MyoIIA	ERp5 block	esBAF inh
CC(=O)c1sc(NC(=O)CN2C(=O)C3CCCCC3C2=O)nc1-c1ccccc1 (centres undefined)	-1.7	-0.5	-0.5	-9.2	2.9	1.8	4.2	4.4
Cc1cc(NC(=O)COc2ccccc2C)ccc1NC(=O)c1cccs1	7.1	0.0	0.2	-23.8	-2.0	-3.0	-0.4	2.3
CC[C@H](CO)Nc1nc(Nc2cccc(Cl)c2)c2ncn(C(C)C)c2n1	6.6	0.0	-0.2	-22.1	-2.7	-2.6	-3.3	13.6
Brc1ccc2ncnc(NCc3cccnc3)c2c1	·	0.4	12.9	-14.3	-1.9	-4.7	0.6	·
CCOc1ccc(OCC(O)CN2CCc3ccccc3C2)cc1 (centres undefined)	3.5	0.1	·	-31.7	1.7	-7.7	-3.9	5.2
CCOC(=O)c1c(-c2ccccc2)c[nH]c1C	3.0	0.2	-0.1	-11.7	0.1	4.8	4.3	·
COc1cccc(NC(=O)Nc2ccccc2SC)c1	·	0.0	·	-9.4	0.9	4.2	0.5	·
O=C(c1cccc(F)c1)N1CCCCN2[C@H](CO)[C@H](c3ccc(-c4ccncc4)cc3)[C@@H]2C1	9.0	0.0	-0.3	-8.2	-2.3	16.2	1.1	·
CC(=O)c1cccc(CN2CCCC(N3CCN(c4ccccc4F)CC3)C2)c1 (centres undefined)	-6.3	0.0	0.0	-11.0	-4.5	-3.1	3.6	-4.2
CCOC(=O)c1cc2c(c(-c3cccc(-c4cccc(OC)c4)c3)n1)[C@@H](CCO)N(S(=O)C(C)(C)C)C2 (some centres undefined)	-2.2	-0.1	0.2	-11.3	2.1	-3.5	3.7	1.5
C[C@@H]1CN([C@@H](C)CO)C(=O)CCCn2cc(nn2)CO[C@H]1CN(C)C(=O)Nc1cccc(F)c1	6.1&-3.0	-0.6&0.0	0.1&-0.2	4.8&3.6&-6.0	-3.5&-0.7	-4.2&7.5&3.9	4.8&-2.3&4.4	0.7&-0.4
Cc1noc(C)c1NC(=O)Nc1ccc2c(c1)C(=O)N([C@@H](C)CO)C[C@@H](C)[C@H](CN(C)C(=O)C1CCCCC1)OCCCC[C@H](C)O2	1.6	0.0	-0.1	5.4	-0.2	-2.2	8.8	4.4
Cc1ccc(N(C(=O)c2ccco2)C(C(=O)NC2CCCC2)c2cccnc2)cc1 (centres undefined)	4.9	0.2	·	-6.4	-1.1	0.8	-3.0	-3.7
COc1ccc2c(C)cc(SCC(=O)NCC3CCCO3)nc2c1 (centres undefined)	-10.1	0.0	·	-15.2	-1.2	-2.6	3.8	4.7
C[C@H]1CN([C@@H](C)CO)C(=O)c2cccc(NC(=O)c3nc4ccccc4s3)c2O[C@@H]1CN(C)C(=O)NC1CCCCC1	5.3	-0.4	-1.0	13.4	1.1	3.1	-2.9	1.3
Cc1ccc(NC(=O)Nc2cc(C)on2)cc1	·	0.1	3.0	-12.8	-2.2	-1.9	-1.2	·
CC(C)CS(=O)(=O)C1=NSC2=NC(=O)/C(=C\c3ccc(OC(=O)c4ccco4)cc3)C(=N)N21	4.0	0.0	2.2	-84.7	-0.4	11.3	-7.2	4.0
Cc1occc1C(=O)N/N=C/C1=C(N2CCOCC2)C(=C\c2ccc(Cl)cc2Cl)/CC1	-1.6	0.1	·	-405.3	0.4	-4.7	0.4	16.5
Cc1ccc(-c2ccc3c(c2)O[C@@H](CN(C)C(=O)C2CCC2)[C@H](C)CN([C@H](C)CO)S3(=O)=O)cc1	15.0	3.8	0.1	6.8	0.4	-45.9	1.7	0.9
Cc1ccc(NC(=O)C2(C)CCN2C(=O)C2(c3ccc(Cl)cc3)CC2)cc1 (centres undefined)	-1.5	0.1	0.8	-14.2	-3.3	-3.4	1.3	-3.1
S=C(Nc1ccc(Cl)c(Cl)c1)NC1CCCCC1	·	·	·	-7.3	1.9	-24.7	5.4	36.5
COc1ccccc1CN1CC(C(=O)N2CCC(OC)CC2)CCC1=O (centres undefined)	-7.4	0.1	-0.3	-26.2	-4.9	-0.3	2.5	1.8
Cn1cccc1C(=O)OCC(=O)NCCc1ccc(S(N)(=O)=O)cc1	-3.9	0.2	0.7	-3.3	0.1	2.8	-3.6	-0.1
O=C(C1CCCCC1)N1C[C@H]2[C@@H](c3ccccc31)[C@@H](CO)N2C(=O)c1ccccc1	4.3	0.0	0.8	-4.0	1.3	-9.5	2.1	-1.2
O=C(c1ccc2c(c1)CCC2)N1CCN(Cc2c(F)cccc2Cl)CC1	-4.1	0.0	0.5	-24.6	1.3	0.6	3.9	5.7
C[C@@H]1CN([C@H](C)CO)C(=O)Cc2cc(NC(=O)Cc3cn(C)c4ccccc34)ccc2O[C@@H]1CN(C)C(=O)Nc1cccc2ccccc12	-9.7	-0.9	0.0	-35.6	-1.1	69.3	-0.4	8.4
Nc1c(N(CCC2=CCCCC2)C(=O)C2CC2)c(=O)[nH]c(=O)n1Cc1ccccc1	2.7	0.1	-2.5	-5.3	-4.1	2.4	20.2	·
CC(C)NC(=O)N1CC2(C1)[C@H](c1ccccc1)[C@H](CO)N2C(=O)C1CC1	·	0.2	-0.1	4.2	-0.5	16.3	11.1	·
O=C(Nc1cccc(F)c1)N1CC(=O)N2[C@H](CO)[C@@H](c3ccc(-c4cccc(F)c4)cc3)[C@@H]2C1	·	0.0	0.0	-22.1	-0.5	0.9	2.2	·
Cc1ccc(C(=O)OCC(=O)Nc2ccc(S(N)(=O)=O)cc2)c(O)c1	10.5	0.1	4.5	-11.9	-1.3	15.5	-5.8	-6.6
CC1C(=O)N2CCCc3cc(S(=O)(=O)NCCc4ccccc4)cc1c32 (centres undefined)	-5.8	-0.1	·	-12.3	-1.1	-7.8	-6.2	3.2
O=C(NCC(=O)N(c1cccnc1)C(C(=O)NC1CCCCC1)c1ccccc1F)c1ccco1 (centres undefined)	·	0.0	0.2	0.4	-2.8	2.4	1.8	-1.2
CC(C)C[C@@H](CNCC(=O)[C@H](Cc1c[nH]c2ccccc12)NC(=O)c1[nH]cnc1C(=O)N[C@@H](C)CN)NC(=O)c1nc[nH]c1C(=O)N[C@@H](CC(=O)O)C(=O)O	-5.1	0.0	0.1	-15.7	2.3	-2.4	6.1	-8.4
CC(=O)N(C)C[C@H]1Oc2cc(C#Cc3ccccc3)ccc2S(=O)(=O)N([C@@H](C)CO)C[C@@H]1C	-11.5	-1.2	0.2	-1.1	-1.3	-7.0	-12.4	1.3
CCOC(=O)C1CCN(c2cc3c(cc2NC(=O)c2ccccc2)n(C)c(=O)n3C)CC1	3.8	0.0	·	-1.0	-1.8	1.5	1.3	10.6
CCOC(=O)c1cnc[nH]c1=O	8.5	-0.1	0.0	3.1	-0.1	6.0	-0.4	0.9
Cc1cc(-c2ccc(NS(=O)(=O)c3ccccc3)c(C)c2)ccc1NS(=O)(=O)c1ccccc1	-5.4	0.0	0.2	1.8	-2.2	0.0	-3.3	9.4
Cc1ccccc1-c1cnc2c(c1)C(=O)N([C@H](C)CO)C[C@@H](C)[C@@H](CN(C)Cc1ccncc1)O2	2.6	0.0	-0.4	-7.1	7.6	0.1	2.4	1.3
CC(C)C[C@H](NC(=O)c1nc[nH]c1C(=O)N1CCN(C(=O)OC(C)(C)C)CC1)C(=O)OCc1ccccc1	1.6	0.2	0.2	1.3	0.8	0.8	0.5	-5.1
COCCCNC(=O)c1cc(Cc2ccccc2)sc1N	·	0.0	-0.1	-5.8	·	-1.7	1.7	·
O=c1[nH]cc(S(=O)(=O)N2CCN(c3ccccc3F)CC2)c(=O)[nH]1	-4.5	0.3	0.0	-29.5	-2.9	-2.5	5.5	-6.9
O=C(Nc1cccc(F)c1)N1[C@@H]2CNC[C@H]1C2c1ccc(-c2cccc(F)c2)cc1 (some centres undefined)	·	0.0&0.0	0.1&0.0	54.1*!	0.5&-0.3	-20.9&-8.5	-1.2&1.9	·
CO[C@H]1CN(C)C(=O)c2ccc(NC(=O)c3cc(C)on3)cc2OC[C@H](C)NC[C@@H]1C	·	0.0	0.9	-6.9	-0.7	0.2	0.1	·
O=C(CSc1ccc(-c2ccccn2)nn1)Nc1ccc(F)c(F)c1	15.7	0.7	0.2	-3.3	-0.4	-2.2	1.9	-6.1
CC(=O)N1CCCCN2[C@@H](CO)[C@@H](c3ccc(-c4ccc(C)cc4)cc3)[C@@H]2C1	-1.7	0.2	0.1	0.5	3.5	-0.7	-1.3	·

Structures listed so far marked active in RAD52 inh.
canonical_smiles	RAD52 inh	ERAP1 inh	S100A4 MyoIIA	ERp5 block	esBAF inh
O=C(Nc1cccc(F)c1)N1[C@@H]2CNC[C@H]1C2c1ccc(-c2cccc(F)c2)cc1 (some centres undefined)	54.1*!	0.5&-0.3	-20.9&-8.5	-1.2&1.9	·

(cont.)
SMILES	RAD54 branch	XiGFP reactiv	E-sel inducer	RAD52 inh	ERAP1 inh	S100A4 MyoIIA	ERp5 block	esBAF inh
CCCCNC(=O)Cn1nc(-c2ccc(C)cc2)ccc1=O	-1.7	·	·	-13.7	-0.2	-1.7	-0.6	0.2
C[C@@H]1CCCCO[C@H](CN(C)Cc2ccc(Cl)c(Cl)c2)[C@@H](C)CN([C@@H](C)CO)C(=O)c2cc(NC(=O)Nc3ccccc3)ccc2O1	-5.8	-0.1	·	-11.2	3.6	-16.4	-2.8	-5.4
COc1ccc(C(C)C)cc1S(=O)(=O)N1CCN(c2ccccc2)CC1	·	0.1	·	6.1	1.6	7.7	-0.6	·
CN(C(=O)CCc1nnc(Cc2ccc(-c3ccccc3)cc2)o1)C1CCOCC1	-7.2	4.6	-0.1	-6.8	·	-0.2	5.2	4.5
CC(C)CC(=O)N1CCC(O)(CS(=O)(=O)c2ccc(Cl)c(Cl)c2)CC1	-3.4	-0.1	2.8	-15.3	1.7	-4.1	3.1	-1.3
Cc1cccc(OCc2ccc(C(=O)Nc3cc(C)on3)o2)c1	7.4	0.0	·	1.5	-6.5	-1.4	0.0	8.9
COc1ccc(S(=O)(=O)Nc2ccc3c(c2)CC(=O)N([C@H](C)CO)C[C@@H](C)[C@@H](CN(C)C(=O)Nc2ccccc2)O3)cc1	1.1	0.2	-0.1	6.0	-4.4	2.7	19.8	5.3
CCOC(=O)C1CCN(Cc2ccccc2C)CC1	6.2	·	·	-10.3	2.3	-9.1	2.5	-6.7
O=C(OCc1ccccc1)N1CCC2CC1c1cc(N3CCN(S(=O)(=O)c4cc(Cl)cc(Cl)c4)CC3)ccc12 (centres undefined)	-4.6	0.0	0.0	-11.8	0.3	-1.5	1.0	-3.0
Cc1ccc(CN2CCN(Cc3c(C)nn(C(C)C)c3C)CC2CCO)o1 (centres undefined)	·	0.1	0.2	-13.1	-2.3	-5.0	-1.0	·
O=C(O)/C(=C\c1ccc(Cl)c([N+](=O)[O-])c1)c1ccc(S(=O)(=O)N2CCCC2)s1	9.3	0.0	0.3	-17.4	5.2	-1.7	0.3	5.6

An excerpt of these results, with values under each structure.
Under each structure: RAD54 branch, XiGFP reactiv, E-sel inducer, RAD52 inh, ERAP1 inh, S100A4 MyoIIA, ERp5 block, esBAF inh
> COc1ccc(S(=O)(=O)Nc2ccc3c(c2)CC(=O)N([C@H](C)CO)C[C@@H](C)[C@@H](CN(C)C(=O)Nc2ccccc2)O3)cc1
 : 1.1, 0.2, -0.1, 6.0, -4.4, 2.7, 19.8, 5.3
> CCOC(=O)C1CCN(Cc2ccccc2C)CC1
 : 6.2, ·, ·, -10.3, 2.3, -9.1, 2.5, -6.7
> O=C(OCc1ccccc1)N1CCC2CC1c1cc(N3CCN(S(=O)(=O)c4cc(Cl)cc(Cl)c4)CC3)ccc12 (centres undefined)
 : -4.6, 0.0, 0.0, -11.8, 0.3, -1.5, 1.0, -3.0
